Runt-CBFb FRET = blocks binding of human RUNX1 Runt domain to CBFb; Q01196+Q13951; Cerulean-Runt/Venus-CBFb FRET ratio 530/480, 1 h; inhibition, % at 20 µM; hit rate 0.46% among 220,000; AID 1496;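 active means inhibition over about 50% at 20 µM in the single-dose screen, limit read from the data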;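 further: 0% = DMSO wells and 100% = excess unlabeled CBFb competitor control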
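Buffer or medium: Tris pH 7.5 buffer with BSA. Assay system: Cerulean-labeled Runt domain protein. Amount: each fluorescent fusion protein 100 nM. Read-out basis: loss of energy transfer signal. Incubation: 1 h compound exposure, room temperature. Probe or stimulus: Venus-CBFb binding partner, 100 nM. Detection: FRET, excitation 422 nm, emission at 530 and 480 nm.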
Tb hexokinase = T. brucei hexokinase 1 inhibition | recombinant TbHK1, G6PDH-coupled NADH A340 | inhibition, % at 10 µM | hit rate 0.11% among 220,000;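 active means inhibition of 50% or more in the single-dose primary screen; inactive means inhibition below 50%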
p97 ATPase inh = blocks human p97 ATPase activity; recombinant p97 ATPase, Kinase-Glo ATP luminescence, 3 h; inhibition, % at 8 µM; hit rate 0.42% among 220,000; AID 1481; in the data active means inhibition above about 15%;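 further: 0% = DMSO vehicle and 100% = wells lacking enzyme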
Target sequence (P55072 whole entry, looked up): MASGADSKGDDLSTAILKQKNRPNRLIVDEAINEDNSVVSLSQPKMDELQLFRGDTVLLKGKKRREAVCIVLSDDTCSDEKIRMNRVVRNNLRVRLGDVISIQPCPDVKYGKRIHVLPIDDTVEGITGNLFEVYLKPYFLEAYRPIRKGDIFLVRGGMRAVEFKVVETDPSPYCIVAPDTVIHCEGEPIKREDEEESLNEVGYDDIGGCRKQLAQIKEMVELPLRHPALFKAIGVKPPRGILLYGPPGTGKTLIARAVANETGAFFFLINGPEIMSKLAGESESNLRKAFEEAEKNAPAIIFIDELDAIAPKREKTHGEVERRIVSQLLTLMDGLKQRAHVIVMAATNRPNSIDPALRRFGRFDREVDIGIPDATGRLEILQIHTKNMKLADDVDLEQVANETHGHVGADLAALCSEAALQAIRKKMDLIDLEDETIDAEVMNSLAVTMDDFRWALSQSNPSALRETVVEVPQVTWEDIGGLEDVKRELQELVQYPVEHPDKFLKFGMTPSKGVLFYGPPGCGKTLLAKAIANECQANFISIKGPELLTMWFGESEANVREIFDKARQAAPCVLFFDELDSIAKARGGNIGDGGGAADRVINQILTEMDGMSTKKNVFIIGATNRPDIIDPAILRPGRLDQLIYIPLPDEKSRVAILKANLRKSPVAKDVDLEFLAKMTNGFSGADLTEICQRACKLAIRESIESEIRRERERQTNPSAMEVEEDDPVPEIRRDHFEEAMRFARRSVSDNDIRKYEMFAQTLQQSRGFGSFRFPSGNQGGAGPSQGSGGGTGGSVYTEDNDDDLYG
Runt-SMMHC FRET = Runt domain-CBFb-SMMHC interaction inhibition. Cerulean-Runt/Venus-CBFb-SMMHC FRET ratio 530/480, 1 h. Q01196+Q13951. inhibition, % at 20 µM. hit rate 0.74% among 220,000;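 active means mean inhibition across duplicate retests at 20 µM reaching about 50%, limit read from the data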;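 further: 0% = DMSO wells and 100% = wells with excess untagged CBFb-SMMHC; inhibitors lower the FRET ratio by blocking Runt binding to CBFb-SMMHC; some results filed as inactive read as strong as hits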
RBBP9 inhibitor = human RBBP9 hydrolase inhibition | inhibition, % at 7.94 µM | recombinant RBBP9, FP-Rh probe fluorescence polarization | hit rate 0.2% among 220,000;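 active means inhibition above the campaign mean of all tested compounds plus 3 SD, cut at about 14% in these data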;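 further: plate controls were DMSO wells with RBBP9 for no effect and wells lacking RBBP9 protein for full effect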
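Assay system: recombinant human RBBP9; Reagent: Serine-hydrolase probe FP-Rh, 375 nM pre-mixing; Doses: 7.94 µM single dose, 0.794% DMSO; Incubation: 30 min then 45 min, 25 °C; Detection: fluorescence polarization (mP), excitation 525 nm, emission 598 nm; Evaluation: percent inhibition from mP, scaled between DMSO and no-protein wells.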
Furin inh = inhibitors of human furin. P09958. purified furin, fluorogenic substrate cleavage. inhibition, % at 30 µM. hit rate 0.061% among 220,000; in the data active means inhibition above about 25%; further: inactives centre near -15
EBV gp42 block = inhibitors of Epstein-Barr virus glycoprotein 42; Q1HVG2; hit rate 0.42% among 220,000; Fluorescence polarization binding assay, mP read-out; inhibition, % (tested at 21.74 µM); AID 1085; in the data active means inhibition above about 50%
Target sequence (Q1HVG2 whole entry, looked up): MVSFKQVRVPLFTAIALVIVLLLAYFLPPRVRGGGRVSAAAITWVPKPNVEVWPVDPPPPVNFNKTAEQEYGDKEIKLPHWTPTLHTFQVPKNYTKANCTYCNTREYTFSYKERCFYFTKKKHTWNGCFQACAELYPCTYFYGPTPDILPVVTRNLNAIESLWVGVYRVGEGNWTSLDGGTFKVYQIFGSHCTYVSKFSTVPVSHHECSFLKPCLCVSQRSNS
NCF1 inh = inhibitors of human p47phox binding. P14598. hit rate 0.53% among 220,000. inhibition, % at 24.7 µM. AID 1274. p47phox/p22phox peptide binding, fluorescence polarization, 2 h;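 active means inhibition above about 30%, limit read from the data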;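 further: 0% = p47phox with labelled peptide and 100% = labelled peptide alone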
m-calpain inh = blocks pig calpain II enzyme activity. inhibition, % at 16 µM. hit rate 0.37% among 220,000. AID 1236. purified calpain II, fluorogenic peptide substrate, 30 min;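 active means inhibition above about 50%, limit read from the data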
* = called active by the depositor; i = inactive; nt = no result given; [ ] = another dose, or the depositor's remark.

(1) Cc1sc2ncn(CC(=O)NCCCC(=O)N3CCN(Cc4ccc5c(c4)OCO5)CC3)c(=O)c2c1C
(2) Cc1cc(C)c2c(N)c(S(=O)(=O)Cc3ccccc3)sc2n1
(3) CCOC(=O)NC1(NCC(C)C)Oc2ccccc2O1
(4) CNC(=S)NNC(=O)c1oc2nc(-c3ccccc3)cc(-c3ccco3)c2c1N
(5) COc1cccc2c1OCC([C@@H]1C[C@H]3CN(Cc4cccc(Cl)c4)C(=O)[C@]34CCCN14)=C2
(6) CCCN1CCC(=O)N([C@H](CSc2ccc(Br)cc2)Cc2ccccc2)CC1
(7) CCNC(=O)c1cc(S(=O)(=O)N(C)C)c(Cl)cc1Cl
(8) COc1ccc(C(O)(c2ccccc2OC)C(CN2CCOCC2)c2ccccc2)cc1 (centres undefined)

assay / compound	1	2	3	4	5	6	7	8
Runt-CBFb FRET	-1	0	42	-39	-7	0	0	-3
Tb hexokinase	-6	-1	-9	-24	-4	2	1	-6
p97 ATPase inh	0	0	0	1	-8	nt	2	1
Runt-SMMHC FRET	0	-1	37	-220	-4	-2	1	-1
RBBP9 inhibitor	-4	-15	3	6	-9	nt	-1	5
Furin inh	-15	-5[20 µM]	-12[20 µM]	5	-4	-19	-6	-32
EBV gp42 block	-10	-16	-7	-12	2	3	4	5
NCF1 inh	-1	-1	-3	-27	-14	3	-4	1
m-calpain inh	22	-181	-38	-22	-119	18	-25	-17

(9) Fc1ccc(CSc2ncnc3nc[nH]c23)cc1
(10) CCOc1cc(Cl)c(NC(=O)c2ccco2)cc1OCC
(11) COc1ccc(Nc2oc(COc3ccccc3F)nc2C#N)cc1
(12) CN(C)S(=O)(=O)c1cccc(NC(=O)COC(=O)CCSc2ccc(Cl)cc2)c1
(13) COc1ccc(NC(=S)N(CCCN2CCCC2)Cc2ccco2)cc1
(14) O=C(NCC(=O)N(Cc1ccccc1)C(C(=O)NC1CCCC1)c1ccncc1)c1ccco1 (centres undefined)
(15) CCc1nnc(NC(=O)CSc2nc3c(c(=O)n2C)SC(C)C3)s1 (centres undefined)
(16) CN(C)CCCCOc1ccccc1-c1ccccc1

assay / compound	9	10	11	12	13	14	15	16
Runt-CBFb FRET	1	0	0	-2	1	1	1	-2
Tb hexokinase	4	-4	0	-4	3	-8	-13	9
p97 ATPase inh	-3	-1	5	-4	2	0	-1	0
Runt-SMMHC FRET	1	0	-4	2	-2	-5	5	-4
RBBP9 inhibitor	-8	-1	-3	-9	3	-10	-4	0
Furin inh	-19	-3	-5	-14	-28	-19[20 µM]	-12	-14
EBV gp42 block	-9	6	-15	10	-10	-15	-9	-3
NCF1 inh	-13	-4	-3	-6	-1	-11	-6	13
m-calpain inh	-12	-11	-83	33	-29	-17	1	-13

(17) CC1(C)Cc2c(c(N3CCOCC3)nc3snc(Br)c23)CO1
(18) Cc1cccc(N2CCN(S(=O)(=O)c3c(C)[nH]c(=O)[nH]c3=O)CC2)c1C
(19) CC1(C)CC(=O)C2=C(C1)N(c1ccccc1)C(N)=C(C#N)C2c1ccsc1 (centres undefined)
(20) CCCCNC(=O)CN1CCC2(O)CCCCC2C1c1ccccc1OC (centres undefined)
(21) O=c1c2cc(Cl)ccc2[nH]c(=S)n1Cc1ccccn1
(22) CCN1C(=O)/C(=C/c2cccs2)SC1=Nc1ccc(OC)cc1
(23) Cc1ccccc1Cn1nc(C)c(NC(=O)c2ccccc2)c1C
(24) N/C(=N\c1nc2ccccc2o1)NC(=O)C(Cc1ccccc1)N1C(=O)c2ccccc2C1=O (centres undefined)

assay / compound	17	18	19	20	21	22	23	24
Runt-CBFb FRET	10	1	2	-2	-9	-2	1	-2
Tb hexokinase	-15	-6	-11	3	1	-2	-6	-18
p97 ATPase inh	-5	-4	-6	4	7	-2	-3	2
Runt-SMMHC FRET	-2	-4	-1	1	-64	0	3	7
RBBP9 inhibitor	-1	-5	-8	-4	1	-8	-7	-12
Furin inh	-13	-9[20 µM]	-3[20 µM]	-25	-22	-10[20 µM]	-20	-22
EBV gp42 block	-10	-12	-13	-2	3	-2	-2	-2
NCF1 inh	-14	-8	-10	-7	-3	-5	0	-9
m-calpain inh	26	-31	-74	37	2	-20	-17	-53

(25) CCOCCCN(C(=O)CNC(=O)c1ccco1)C(C(=O)NC1CCCC1)c1ccccc1C (centres undefined)
(26) COc1ccc(CCNC(=O)c2c(C)cc(=O)oc2C)cc1OC
(27) COc1ccc(-n2cc(CNC3CCC(O)CC3)c(-c3cccc(F)c3)n2)cc1 (centres undefined)
(28) Cc1ccc(NC(=S)NNC(=O)c2c([N+](=O)[O-])c(C)nn2C)cc1
(29) O=[N+]([O-])c1ccc(OCC(O)CN2CCN(c3ccccc3F)CC2)cc1 (centres undefined)
(30) COc1cc2c(C#N)c(N3CCN(C)CC3)nc(N)c2c(N)n1
(31) O=C(CCc1nnc(CCCc2ccccc2)o1)NCC(F)(F)F
(32) CC(C)COC(=O)Nc1ccc(C(=O)O)cc1

assay / compound	25	26	27	28	29	30	31	32
Runt-CBFb FRET	-2	1	1	2	0	-34	0	2
Tb hexokinase	2	-45	-1	-9	-10	-6	0	1
p97 ATPase inh	2	-2	1	0	0	5	1	1
Runt-SMMHC FRET	-1	-3	-7	0	-9	-29	4	3
RBBP9 inhibitor	4	-3	2	5	-4	-2	-6	-3
Furin inh	-1	3[20 µM]	-12	-13[20 µM]	-11	-32[20 µM]	-15	-18[20 µM]
EBV gp42 block	-10	-11	3	-17	-19	-19	-19	2
NCF1 inh	-15	-5	-7	-9	-8	-20	-9	-9
m-calpain inh	-10	21	-29	-22	57*	i	-22	-10

Nine consecutive entries from above, for reference:
(24) N/C(=N\c1nc2ccccc2o1)NC(=O)C(Cc1ccccc1)N1C(=O)c2ccccc2C1=O (centres undefined)
(25) CCOCCCN(C(=O)CNC(=O)c1ccco1)C(C(=O)NC1CCCC1)c1ccccc1C (centres undefined)
(26) COc1ccc(CCNC(=O)c2c(C)cc(=O)oc2C)cc1OC
(27) COc1ccc(-n2cc(CNC3CCC(O)CC3)c(-c3cccc(F)c3)n2)cc1 (centres undefined)
(28) Cc1ccc(NC(=S)NNC(=O)c2c([N+](=O)[O-])c(C)nn2C)cc1
(29) O=[N+]([O-])c1ccc(OCC(O)CN2CCN(c3ccccc3F)CC2)cc1 (centres undefined)
(30) COc1cc2c(C#N)c(N3CCN(C)CC3)nc(N)c2c(N)n1
(31) O=C(CCc1nnc(CCCc2ccccc2)o1)NCC(F)(F)F
(32) CC(C)COC(=O)Nc1ccc(C(=O)O)cc1

assay / compound	24	25	26	27	28	29	30	31	32
Runt-CBFb FRET	-2	-2	1	1	2	0	-34	0	2
Tb hexokinase	-18	2	-45	-1	-9	-10	-6	0	1
p97 ATPase inh	2	2	-2	1	0	0	5	1	1
Runt-SMMHC FRET	7	-1	-3	-7	0	-9	-29	4	3
RBBP9 inhibitor	-12	4	-3	2	5	-4	-2	-6	-3
Furin inh	-22	-1	3[20 µM]	-12	-13[20 µM]	-11	-32[20 µM]	-15	-18[20 µM]
EBV gp42 block	-2	-10	-11	3	-17	-19	-19	-19	2
NCF1 inh	-9	-15	-5	-7	-9	-8	-20	-9	-9
m-calpain inh	-53	-10	21	-29	-22	57*	i	-22	-10

(listing goes on)
(33) CCOc1ccc(-c2c(C(=O)N/N=C/c3ccc(OC)cc3)nnn2-c2nonc2N)cc1
(34) O=S(=O)(NCC(c1cccnc1)N1CCN(c2ccc(F)cc2)CC1)c1cc(F)ccc1F (centres undefined)
(35) COc1ccc(Cl)cc1NC(=O)C(C)Sc1n[nH]c(N)n1 (centres undefined)
(36) Cc1ccccc1Nc1nc(N)nc(COC(=O)c2cccc(S(=O)(=O)NCc3ccccc3)c2)n1
(37) CCCC(NCC(O)COc1ccc(-c2ccccc2)cc1)c1ccccc1 (centres undefined)
(38) Cc1cccc(NC(=O)c2c([N+](=O)[O-])c(C(C)(C)C)nn2C)c1
(39) CC(C)(C)n1nc2c(c1NC(=O)c1ccccc1)CS(=O)(=O)C2
(40) CCC1=NN(C(=O)Cc2ccc([N+](=O)[O-])cc2)C(O)(c2ccc(Br)cc2)C1 (centres undefined)

assay / compound	33	34	35	36	37	38	39	40
Runt-CBFb FRET	0	nt	-1	-2	-2	-2	0	-3
Tb hexokinase	0	3	-8	-3	-1	4	-1	4
p97 ATPase inh	1	0	3	5	1	0	6	1
Runt-SMMHC FRET	1	nt	-2	4	-3	-2	-4	-5
RBBP9 inhibitor	-11	-2	1	-11	-6	-7	-1	-5
Furin inh	-29	-28[20 µM]	-3[20 µM]	-12	-11	-3	-37	2
EBV gp42 block	-6	1	-10	-23	-12	-8	-10	0
NCF1 inh	-12	-3	-5	-14	-2	-11	0	-2
m-calpain inh	-134	-10	-7	1	37	-2	-32	13

(41) O=C(NCc1ccncc1)Nc1cccc([N+](=O)[O-])c1
(42) COc1ccc(/C=N/NC(=O)C(=O)NCc2cccnc2)cc1
(43) CCOC(=O)c1ccc(NC(=O)NC(C)C2CCCO2)cc1 (centres undefined)
(44) Cc1cc(C)c(C#N)c(SCC(=O)Nc2ccccc2C)n1
(45) O=C1CN(C(=O)COC(=O)c2cccc(OCc3ccccc3)c2)c2ccccc2N1
(46) O=C(c1cccc(S(=O)(=O)N2CCCCCC2)c1)N1CCN(c2ccccc2)CC1
(47) Cc1[nH]c2ccccc2c1C(=O)CSc1nc2ccccc2c(=O)n1-c1ccccc1F
(48) O=C(N/C(=C/c1cccc(Br)c1)c1nc(=S)[nH][nH]1)c1ccccc1

assay / compound	41	42	43	44	45	46	47	48
Runt-CBFb FRET	2	0	-2	2	0	-1	-2	0
Tb hexokinase	-18	-12	-10	0	4	-6	-11	-21
p97 ATPase inh	-1	-6	-4	0	2	0	-4	11
Runt-SMMHC FRET	-2	-3	2	0	-2	-3	-3	6
RBBP9 inhibitor	-4	-1	-2	3	-6	2	-8	-5
Furin inh	-25	-4	-18[20 µM]	-24	-17	-27	-13	-7
EBV gp42 block	4	-19	-2	-9	-46	-2	-22	-3
NCF1 inh	11	2	-10	0	-32	-2	-76	-27
m-calpain inh	-6	18	-21	-10	10	1	-48	-4

(49) CN(C)/C=C/C(=O)c1cccc(Oc2ncccn2)c1
(50) C/C(CCc1ccc2c(c1)OCO2)=N\N=C1\NC(=O)CC(C(=O)Nc2ccc(Cl)cc2)S1 (centres undefined)
(51) COc1ccc2cc(C#N)c(SCC(=O)N3CC(=O)Nc4ccccc43)nc2c1
(52) S=C(NCc1ccco1)N1CCN(C(c2ccccc2)c2ccccc2)CC1
(53) C=CCn1c(SCc2ccc(C(=O)Nc3ccccc3)cc2)nnc1-c1ccccc1
(54) N=c1sccn1CC(=O)Nc1ccc(S(N)(=O)=O)cc1
(55) COc1cccc(-n2cnc3cccc(N)c32)c1
(56) CC(=O)Nc1ccc(OCCOc2ccc([N+](=O)[O-])cc2)cc1

assay / compound	49	50	51	52	53	54	55	56
Runt-CBFb FRET	2	-5	-4	15	-3	3	10	0
Tb hexokinase	-27	1	-4	5	2	-8	-3	-29
p97 ATPase inh	2	-3	15*	3	-8	6	5	1
Runt-SMMHC FRET	2	1	-13	23	-10	6	-7	0
RBBP9 inhibitor	2	-7	5	4	-10	-4	4	-7
Furin inh	-1	-11[20 µM]	-25	-19[20 µM]	-5[20 µM]	-20	-12	-17
EBV gp42 block	-6	7	-14	20	0	-16	-22	3
NCF1 inh	-4	-13	-19	-18	-1	-11	-8	6
m-calpain inh	28	-23	-13	-20	-3	-12	-10	-13

Bioassay records from PubChem BioAssay.

An unsorted share of the library. Share with any hit: about 2.7%.
